Compound activity: PubChem, several laboratories
HSF-1 act: increases HSF-1 driven luciferase reporter signal | activation, % at 9 µM | AID 504408 | actives 1.7% (n = 300,000) | NIH3T3-HGL HSF-1 luciferase reporter, MG132, 8 h; 100% = twice DMSO control signal;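 active = mean replicate activation of at least 50% with a set share of replicates each reaching 50%; inconclusive = only one of those two conditions met; inactive = mean below 50% and too few replicates reaching it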;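 note: 0% = median of the neutral control wells and 100% = twice that signal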
Dyrk1A ADPGlo: blocks rat Dyrk1A kinase activity. Q63470. ADP-Glo luminescence, NFATc1 peptide. inhibition, % at 12.5 µM. actives 0.43% (n = 310,000); in the data active = inhibition above about 50%;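 note: plate controls were vehicle with enzyme for no effect and no enzyme for full effect; many of its hits are not listed in these tables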
GSK3 alpha inh: inhibitors of human GSK-3 alpha kinase | P49840 | ADP-Glo luminescence, 60 min | inhibition, % at 10 µM | actives 0.1% (n = 320,000) | AID 2650;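 in the data active = inhibition above about 50%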;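 note: GST-tagged GSK-3 alpha with peptide substrate and 25 µM ATP; 0% = DMSO neutral wells and 100% = GW8510 positive control wells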
Target sequence (P49840 whole entry, looked up): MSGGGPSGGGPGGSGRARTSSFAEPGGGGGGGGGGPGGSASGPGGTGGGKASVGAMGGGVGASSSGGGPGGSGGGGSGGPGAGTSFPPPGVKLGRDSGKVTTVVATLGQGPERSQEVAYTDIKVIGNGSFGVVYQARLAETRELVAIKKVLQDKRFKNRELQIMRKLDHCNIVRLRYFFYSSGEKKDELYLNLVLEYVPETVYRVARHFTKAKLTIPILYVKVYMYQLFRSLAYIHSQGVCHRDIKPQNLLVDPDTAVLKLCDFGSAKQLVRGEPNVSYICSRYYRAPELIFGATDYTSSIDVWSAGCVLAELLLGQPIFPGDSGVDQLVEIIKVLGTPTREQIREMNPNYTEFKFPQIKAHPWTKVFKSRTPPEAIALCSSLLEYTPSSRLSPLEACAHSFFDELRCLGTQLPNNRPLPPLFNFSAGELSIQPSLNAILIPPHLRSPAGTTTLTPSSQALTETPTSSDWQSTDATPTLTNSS
HSF1 inh: HSF1 inhibition; NIH3T3-HGL HSE-luciferase, MG132-induced, luminescence 8 h; hits give low values; activity change, negative = inhibition, % at 7.5 µM (by protocol); actives 0.77% (n = 300,000); AID 2098;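 active = more than half of replicate wells show activity change below -50%, luminescence cut by over half; inconclusive = some wells, but at most half, below -50%; inactive = no replicate well below -50%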;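 note: luciferase reports HSF-1 transcriptional activity via heat shock element; 0% = median of DMSO wells and -100% = zero luminescence signal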
AI-2 QS mod: modulators of Vibrio harveyi AI-2 quorum sensing system; actives 0.4% (n = 300,000); activity change, % at 7.5 µM; Vibrio harveyi JMH597 AI-2 luminescence/OD600 ratio, 9 h; hits give low values; strain lacks LuxN and CqsS sensors; 0 = neutral-control median; in the data active = activity change below about -75%, passing the limit was not always enough; inconclusive = no clear call, values can overlap the other calls;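 note: luminescence divided by OD600 gain over 9 h not by final OD600 alone; inactives centre near 13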
Platelet DG rel: modulates dense granule release in human platelets | human platelet-rich plasma, SFLLRN dense granule ATP release, luminescence | AID 1663 | inhibition, %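 (compounds screened at 7.5 µM in platelet-rich plasma)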 | actives 0.22% (n = 300,000);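 active = mean replicate score, as percent of positive control, at or above 50; inconclusive = mean below 50 but at least one replicate at or above 50; inactive = mean and every replicate below 50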
PolyA inhibitor: inhibitors of polyadenylation in S. cerevisiae. AID 1875. actives 0.02% (n = 300,000). calls only at 12 µM. S. cerevisiae SKY197-pL101 polyadenylation reporter, beta-gal luminescence; efflux-impaired pdr1/pdr3 knockout yeast; score 100 = 6 SD above DMSO;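 active = lowest replicate activity score at least 50, where 100 means six control SD above control mean; inconclusive = lowest score under 50 but half or more replicates reach 50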;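 note: yeast exposed to compound for 9 h at 30 °C; higher score means more reporter readthrough which indicates perturbed polyadenylation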
GSK3beta inhib: blocks human GSK3beta kinase activity | actives 0.038% (n = 300,000) | activity score (negative = inhibition), % at 10 µM | GST-GSK3beta kinase, ADP-Glo luminescence, 60 min; hits give low values | P49841;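 active = more than half of replicate wells score below -50%, meaning over 50% inhibition versus plate controls; inconclusive = some replicates but at most half score below -50%; inactive = no replicate scores below -50%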;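 note: 0% = median DMSO wells and -100% = median GW8510 positive control wells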
Target sequence (P49841 whole entry, looked up): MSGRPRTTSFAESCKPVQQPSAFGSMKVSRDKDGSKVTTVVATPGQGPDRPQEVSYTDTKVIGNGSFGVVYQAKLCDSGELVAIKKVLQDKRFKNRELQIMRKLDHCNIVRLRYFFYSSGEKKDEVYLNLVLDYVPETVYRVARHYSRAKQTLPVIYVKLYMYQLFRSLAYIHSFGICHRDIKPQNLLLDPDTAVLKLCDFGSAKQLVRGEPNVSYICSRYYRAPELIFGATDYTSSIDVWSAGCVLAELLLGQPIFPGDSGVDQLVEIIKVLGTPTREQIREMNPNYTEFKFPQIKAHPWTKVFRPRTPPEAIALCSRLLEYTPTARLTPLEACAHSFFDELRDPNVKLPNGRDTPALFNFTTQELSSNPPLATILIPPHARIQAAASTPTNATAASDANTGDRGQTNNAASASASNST
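Assay system: GST-fused GSK3beta enzyme, cell-free / Medium: Tris pH 7.5 buffer with MgCl2, DTT, BSA, heparin / Also added: peptide substrate plus 25 µM ATP (final) / Compound: 10 µM single point / Timing: kinase reaction with compound 60 min at room temperature / Detection: ADP-Glo luminescence / Benchmarks: DMSO neutral wells and GW8510 at 20 µM as positive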
HDAC3 inh: inhibitors of human histone deacetylase 3; inhibition, % at 8.3 µM; O15379; recombinant HDAC3, fluorogenic peptide/trypsin coupled, fluorescence; actives 0.15% (n = 320,000); in the data active = inhibition above about 26%, passing the limit was not always enough; inconclusive = no clear call, values can overlap the other calls
HSP90 refold inh: blocks HSP90-mediated luciferase refolding in reticulocyte lysate | inhibition, % at 5.6 µM | Rabbit reticulocyte lysate, luciferase refolding luminescence, 3 h | actives 0.91% (n = 290,000);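 active = inhibition above the screen-wide mean plus 3 SD, computed separately per campaign, cut at about 16% in these data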;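 note: 0% = DMSO wells and 100% = 60 µM geldanamycin wells; inhibitors lower the luminescence because luciferase stays unfolded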
An asterisk follows results filed as active. An excerpt; the hit share may differ from the screen's.

What do the screens show for `COC(=O)[C@@H]1[C@@H](C)N(Cc2ccccc2)C(=O)N[C@H]1c1ccccc1`?
HSF-1 act: -6.0; Dyrk1A ADPGlo: 7.4; GSK3 alpha inh: -1.3; HSF1 inh: -5.2; AI-2 QS mod: 9.3; Platelet DG rel: 3.6; PolyA inhibitor: inactive; GSK3beta inhib: -0.7; HDAC3 inh: 2.5

What do the screens show for `CC(C)N1CCc2c(sc(NC(=O)c3ccc(S(=O)(=O)N(C)CC4CCCO4)cc3)c2C(N)=O)C1` (centres undefined)?
HSF-1 act: -6.5; Dyrk1A ADPGlo: 1.3; GSK3 alpha inh: -1.2; HSF1 inh: -7.7; AI-2 QS mod: 1.5; Platelet DG rel: 4.3; PolyA inhibitor: inactive; GSK3beta inhib: -1.4; HDAC3 inh: 2.8; HSP90 refold inh: -2.7

How did O=C(Nc1ccc(-c2cnco2)cc1)c1ccc(F)cc1F do in these assays?
HSF-1 act: 12.8; GSK3 alpha inh: 5.6; HSF1 inh: -0.5; AI-2 QS mod: 18.3; Platelet DG rel: -17.2; PolyA inhibitor: inactive; GSK3beta inhib: -0.4; HDAC3 inh: 3.1; HSP90 refold inh: -1.7

How did CCc1ccc(NC(=O)C(C)OC(=O)c2cccc(S(=O)(=O)N3CCc4ccccc4C3)c2)cc1 (centres undefined) do in these assays?
HSF-1 act: 22.1; Dyrk1A ADPGlo: 1.8; GSK3 alpha inh: -1.7; HSF1 inh: -2.3; AI-2 QS mod: 17.7; Platelet DG rel: -3.5; PolyA inhibitor: inactive; GSK3beta inhib: 0.3; HDAC3 inh: 6.1; HSP90 refold inh: 1.2

How did COc1ccccc1NC(=O)c1cnc(SC)nc1 do in these assays?
HSF-1 act: -0.5; Dyrk1A ADPGlo: 1.4; GSK3 alpha inh: -2.5; HSF1 inh: 0.0; AI-2 QS mod: 25.2; Platelet DG rel: 4.5; PolyA inhibitor: inactive; GSK3beta inhib: -2.9; HDAC3 inh: 2.2; HSP90 refold inh: -5.7

How did CCOc1ccc(CCNC(=O)COC(=O)/C=C/c2cccc(OC)c2)cc1OCC do in these assays?
HSF-1 act: -0.1; Dyrk1A ADPGlo: 6.6; GSK3 alpha inh: -1.6; HSF1 inh: 10.7; AI-2 QS mod: 33.5; Platelet DG rel: 1.6; PolyA inhibitor: inactive; GSK3beta inhib: -0.4; HDAC3 inh: -4.2

What do the screens show for `C=CCNS(=O)(=O)c1nc(C)c(Cl)c(C)c1C#N`?
HSF-1 act: -1.1; Dyrk1A ADPGlo: -2.3; GSK3 alpha inh: -1.1; HSF1 inh: 0.5; AI-2 QS mod: 14.1; Platelet DG rel: -7.9; PolyA inhibitor: inactive; GSK3beta inhib: 1.1; HDAC3 inh: -7.1; HSP90 refold inh: 6.6

How did O=C(/C=C/c1ccccc1)N(Cc1ccc(Cl)cc1)C1CCS(=O)(=O)C1 (centres undefined) do in these assays?
HSF-1 act: -1.7; GSK3 alpha inh: -0.8; HSF1 inh: 2.7; AI-2 QS mod: 0.8; Platelet DG rel: 0.5; PolyA inhibitor: inactive; GSK3beta inhib: -11.3; HDAC3 inh: 4.9; HSP90 refold inh: -4.6

What do the screens show for `Cc1cc(C(=O)CSc2nnc(-c3ccccc3)o2)c(C)n1CC1COc2ccccc2O1` (centres undefined)?
HSF-1 act: -6.9; Dyrk1A ADPGlo: 3.0; GSK3 alpha inh: -1.9; HSF1 inh: 0.1; AI-2 QS mod: 13.2; Platelet DG rel: 6.2; PolyA inhibitor: inactive; GSK3beta inhib: -0.2; HDAC3 inh: 2.5; HSP90 refold inh: 16.5*

How did O=C1c2ccccc2C(=O)N1Cc1nc2ccccc2c(=O)n1CCN1CCOCC1 do in these assays?
HSF-1 act: 47.5; Dyrk1A ADPGlo: 7.0; GSK3 alpha inh: 2.4; HSF1 inh: -0.4; AI-2 QS mod: 10.7; Platelet DG rel: -0.9; PolyA inhibitor: inactive; GSK3beta inhib: 3.8; HDAC3 inh: 3.1; HSP90 refold inh: 0.0

Results for CN(C)N1C(N)=C(C#N)C(c2ccccc2F)C2=C1CC(C)(C)CC2=O (centres undefined) ?
HSF-1 act: 0.2; Dyrk1A ADPGlo: -2.5; GSK3 alpha inh: 8.8; HSF1 inh: -4.5; AI-2 QS mod: 11.8; Platelet DG rel: 4.3; PolyA inhibitor: inactive; GSK3beta inhib: -0.6; HDAC3 inh: 1.3; HSP90 refold inh: -0.9

How did COc1cccc(-c2nnc(NC(C)=O)o2)c1 do in these assays?
HSF-1 act: 8.2; Dyrk1A ADPGlo: 8.0; GSK3 alpha inh: -1.6; HSF1 inh: -1.7; AI-2 QS mod: 16.0; Platelet DG rel: -9.5; PolyA inhibitor: inactive; GSK3beta inhib: 1.2; HDAC3 inh: 2.4

How did COc1ccc(/C=C/C(=O)N2CCC(C(N)=O)CC2)cc1S(=O)(=O)N1CCOCC1 do in these assays?
HSF-1 act: -54.3; Dyrk1A ADPGlo: -3.7; GSK3 alpha inh: -1.8; HSF1 inh: -34.2; AI-2 QS mod: 16.3; Platelet DG rel: -6.6; PolyA inhibitor: inactive; GSK3beta inhib: 0.8; HDAC3 inh: 9.7; HSP90 refold inh: -0.9

Results for O=C(N/N=C/C1CC2CCC1C2)c1c[nH]c2ccccc12 (centres undefined) ?
HSF-1 act: 29.6; Dyrk1A ADPGlo: 2.3; GSK3 alpha inh: -1.3; HSF1 inh: -5.9; AI-2 QS mod: 14.1; Platelet DG rel: -6.0; PolyA inhibitor: inactive; GSK3beta inhib: -2.4; HDAC3 inh: 0.8; HSP90 refold inh: -5.8

Results for CCOc1ccc(-c2csc(NNC3=NCCCCC3)n2)cc1 ?
HSF-1 act: 23.9; Dyrk1A ADPGlo: 1.9; GSK3 alpha inh: 0.7; HSF1 inh: 0.1; AI-2 QS mod: 7.6; Platelet DG rel: 7.2; PolyA inhibitor: inactive; GSK3beta inhib: -0.8; HDAC3 inh: inconclusive; HSP90 refold inh: 1.6

What do the screens show for `O=C(Nc1nc2c(s1)CCCC2)c1ccc2ncsc2c1`?
HSF-1 act: 28.7; Dyrk1A ADPGlo: 47.5; GSK3 alpha inh: 0.5; HSF1 inh: 8.2; AI-2 QS mod: -21.2; Platelet DG rel: 10.8; PolyA inhibitor: inactive; GSK3beta inhib: 2.3; HDAC3 inh: 2.9; HSP90 refold inh: 1.6

How did O=C(/C=C/c1ccc(Cl)c([N+](=O)[O-])c1)Nc1cccc(NC(=O)c2ccco2)c1 do in these assays?
HSF-1 act: 3.0; Dyrk1A ADPGlo: 4.8; HSF1 inh: -0.5; AI-2 QS mod: 12.4; Platelet DG rel: -1.6; PolyA inhibitor: inactive; GSK3beta inhib: 0.5; HDAC3 inh: 8.2; HSP90 refold inh: -4.7

Results for CCOC(=O)Cn1c(-c2ccccc2)ccc(C#N)c1=O ?
HSF-1 act: 5.0; Dyrk1A ADPGlo: -2.1; GSK3 alpha inh: -3.0; HSF1 inh: -2.4; AI-2 QS mod: 47.5; Platelet DG rel: 0.8; PolyA inhibitor: inactive; GSK3beta inhib: 0.4; HDAC3 inh: 5.3; HSP90 refold inh: 0.7

What do the screens show for `CC1(C(=O)NC2CCCCC2)CCC(=O)N1Cc1ccc2c(c1)OCO2` (centres undefined)?
HSF-1 act: -5.6; Dyrk1A ADPGlo: 0.5; GSK3 alpha inh: 4.8; HSF1 inh: -2.6; AI-2 QS mod: 6.8; Platelet DG rel: 7.9; PolyA inhibitor: inactive; GSK3beta inhib: -0.2; HDAC3 inh: -1.3; HSP90 refold inh: 2.4

Results for CC(C)(C)c1ccc(C2(C)NC(=O)N(CC(=O)NCc3cccs3)C2=O)cc1 (centres undefined) ?
HSF-1 act: 11.3; Dyrk1A ADPGlo: -3.6; GSK3 alpha inh: -0.2; HSF1 inh: 6.6; AI-2 QS mod: 15.8; Platelet DG rel: -4.3; PolyA inhibitor: inactive; GSK3beta inhib: -4.6; HDAC3 inh: 0.5; HSP90 refold inh: 1.7

What do the screens show for `COCCNC(=S)N/N=C(\C)c1cc2ccccc2o1`?
HSF-1 act: 31.9; Dyrk1A ADPGlo: -1.2; GSK3 alpha inh: 3.3; HSF1 inh: 13.0; AI-2 QS mod: 11.9; Platelet DG rel: -3.7; PolyA inhibitor: inactive; GSK3beta inhib: -18.2; HDAC3 inh: 2.2; HSP90 refold inh: 2.0

How did Cc1ccccc1C(=O)Nc1ccccc1NC(=O)c1ccccc1C do in these assays?
HSF-1 act: 10.3; Dyrk1A ADPGlo: -1.3; GSK3 alpha inh: -0.2; HSF1 inh: -0.1; AI-2 QS mod: 20.9; Platelet DG rel: -0.7; PolyA inhibitor: inactive; GSK3beta inhib: -0.3; HDAC3 inh: -2.5; HSP90 refold inh: -1.2

What do the screens show for `CCN(C(=O)CCS(=O)(=O)c1ccc2c(c1)oc(=O)n2C)c1ccc(OC)cc1`?
HSF-1 act: 11.2; Dyrk1A ADPGlo: -9.1; GSK3 alpha inh: -0.6; HSF1 inh: 2.5; AI-2 QS mod: 25.9; Platelet DG rel: -3.2; PolyA inhibitor: inactive; GSK3beta inhib: 2.6; HDAC3 inh: 0.1; HSP90 refold inh: -4.9

Results for Cc1ccc(NC(=O)c2cccc(C(=O)OC(C)C)n2)c(Br)c1 ?
HSF-1 act: 8.6; Dyrk1A ADPGlo: 6.6; GSK3 alpha inh: 4.5; HSF1 inh: -8.9; AI-2 QS mod: 23.2; Platelet DG rel: -1.0; PolyA inhibitor: inactive; GSK3beta inhib: -0.4; HDAC3 inh: 7.6; HSP90 refold inh: 2.6

Results for CCn1c(=O)c(=O)n(CC)c2cc(S(=O)(=O)Nc3cc(C)ccc3C)ccc21 ?
HSF-1 act: -2.7; Dyrk1A ADPGlo: 5.6; GSK3 alpha inh: -1.3; HSF1 inh: -3.7; AI-2 QS mod: 7.1; Platelet DG rel: 6.4; PolyA inhibitor: inactive; GSK3beta inhib: -1.5; HDAC3 inh: 4.9; HSP90 refold inh: -0.4

How did O=C(Nc1cccc(O)c1)c1noc2c1CCCCC2 do in these assays?
HSF-1 act: -10.2; Dyrk1A ADPGlo: 39.9; GSK3 alpha inh: 9.8; HSF1 inh: -2.5; AI-2 QS mod: 30.2; Platelet DG rel: 63.8*; PolyA inhibitor: inactive; GSK3beta inhib: -14.1; HDAC3 inh: 1.4; HSP90 refold inh: 60.4*

What do the screens show for `COC(=O)c1cc(Br)c(=O)n(CCN(C(C)C)C(C)C)c1`?
HSF-1 act: -5.0; Dyrk1A ADPGlo: -0.7; GSK3 alpha inh: 0.5; HSF1 inh: -4.9; AI-2 QS mod: 12.2; Platelet DG rel: -3.2; PolyA inhibitor: inactive; GSK3beta inhib: 4.6; HDAC3 inh: 4.8; HSP90 refold inh: 3.1

What do the screens show for `Cc1oc(S(=O)(=O)N2CCCC2)cc1C(=O)Nc1ccccc1`?
HSF-1 act: -3.8; Dyrk1A ADPGlo: 2.4; GSK3 alpha inh: -1.8; HSF1 inh: -1.3; AI-2 QS mod: 20.3; Platelet DG rel: -6.3; PolyA inhibitor: inactive; GSK3beta inhib: 3.3; HSP90 refold inh: -0.4
